MC4R ag barr = agonists of human melanocortin 4 receptor (MC4R) beta-arrestin; P32245; U2OS MC4R beta-arrestin complementation, luminescence; percent of melanotan II response, DMSO zero; activation, % at 8.9 µM; 360,000 tested, 0.98% active; AID 540308;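 active = activation above a per-plate cutoff, the mean activation of sample wells on that plate plus 3 SD, cut at about 8% in these data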
aDG glyco up = increases alpha dystroglycan glycosylation; Pro5-aDG cells, alpha-DG glycosylation AlphaScreen (IIH6); 0% Pro5, 100% B10-LARGE cell signal; activation, % at 10 µM; 360,000 tested, 0.22% active; AID 624168;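 active = activation of at least 8% versus controls, or a plate z-score of at least 8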;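 note: Pro5 are CHO cells carrying HIG-tagged alpha-DG that lacks glycosylation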
Vif imaging = inhibitors of HIV Vif | HEK293T cells, Vif self-association by quenched fluorescence, imaging, 24 h | inhibition, % at 7.49 µM | 340,000 tested, 0.35% active; in the data active = inhibition above about 50%, passing the limit was not always enough; inconclusive = no clear call, values can overlap the other calls; inactive = below about 31%; note: some results filed as inactive read as strong as hits
CaV13 FRET inh = Primary screen for inhibitors of IQ motif and Ca2+-dependent inactivation inhibitor domain binding in CACNA1D, Förster resonance energy transfer in living cells, … | inhibition, % at 12.3 µM | 340,000 tested, 0.098% active | HEK cells, CFP/YFP FRET ICDI-IQ, plate reader, 10 min; percent FRET-ratio fall versus neutral wells;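 active = mean replicate inhibition of at least 30% and at least 1% of replicates passing that level; inconclusive = only one of the two criteria is met; inactive = neither criterion is met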;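 note: 0% = median of the neutral control wells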
Glyco luc inh = N-linked glycosylation inhibition; D54 ERlucT glycosylation luciferase reporter, 24 h; percent of 100 nM tunicamycin response; reporter increase, % at 12.5 µM; 360,000 tested, 0.23% active; AID 588692;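 active = mean luciferase reporter signal, scaled so untreated is 0 and the glycosylation-blocking control 100, at or above a set limit in every replicate; inconclusive = mean reaches the limit but not every replicate does; inactive = mean below the limit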;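 note: luciferase carries N-glycosylation sites so blocking glycosylation raises the light; 0% = median of neutral control wells and 100% = median of 100 nM tunicamycin wells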
PDI turbidity = PDI (human) enzyme inhibition. P07237. PDI insulin aggregation turbidity, A650, 90 min. inhibition, % at 10 µM. 350,000 tested, 0.052% active;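 active = mean inhibition across replicates of 30% or more, whatever share of single replicates reach that level; inconclusive = mean inhibition below 30% while every single replicate reaches 30%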;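 note: absorbance from insulin aggregation driven by PDI reduction with DTT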
Cardio protect = myocardial damage modulation in H9c2 cells. 360,000 tested, 0.63% active. H9c2 cardiomyocytes, H2O2 injury protection, ATPLite, 2 h. AID 588492. protection from H2O2 cell death, % at 20 µM;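 active = compounds giving at least 50% protection of heart cells from peroxide-induced death in the single-dose screen, raw or plate-pattern-corrected value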;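 note: 0% = DMSO wells with peroxide and 100% = DMSO wells without peroxide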
MC4R antagonist = antagonists of human melanocortin 4 receptor (MC4R); inhibition, % at 6.5 µM; P32245; 360,000 tested, 0.48% active; AID 540295; MC4R-expressing cells, MTII-stimulated cAMP, LANCE TR-FRET;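 active = inhibition above its plate's cutoff, the mean of tested wells on that plate plus 3 SD, cut at about 29% in these data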;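 note: 0% = Melanotan II alone and 100% = Melanotan II plus saturating MCL0020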
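System: U2OS-MC4R stable cell line; Technique: Eu-cAMP/anti-cAMP TR-FRET, emission 671 nm; Repeats: single well per compound; Also added: Melanotan II; Dosing: one concentration, 6.5 µM nominal; Schedule: 30-min compound, 1-h challenge, 1-h detection, room temperature.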
ABCB6 inh MLPCN = inhibitors of human ABC transporter ABCB6; K562-ABCB6 porphyrin accumulation, flow cytometry, 1 h; hits give low values; 360,000 tested, 0.19% active; fluorescence ratio to DMSO, % at 10 µM; Q9NP58; AID 602162;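 active = fluorescence ratio to DMSO below 75%, the collection mean minus 3 SD; inconclusive = too few cells collected in the well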;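 note: signal is porphyrin accumulated inside mitochondria; 100% equals median channel fluorescence of DMSO control wells; lower ratio means ABCB6 inhibition with less porphyrin fluorescence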
Target sequence (Q9NP58 whole entry, looked up): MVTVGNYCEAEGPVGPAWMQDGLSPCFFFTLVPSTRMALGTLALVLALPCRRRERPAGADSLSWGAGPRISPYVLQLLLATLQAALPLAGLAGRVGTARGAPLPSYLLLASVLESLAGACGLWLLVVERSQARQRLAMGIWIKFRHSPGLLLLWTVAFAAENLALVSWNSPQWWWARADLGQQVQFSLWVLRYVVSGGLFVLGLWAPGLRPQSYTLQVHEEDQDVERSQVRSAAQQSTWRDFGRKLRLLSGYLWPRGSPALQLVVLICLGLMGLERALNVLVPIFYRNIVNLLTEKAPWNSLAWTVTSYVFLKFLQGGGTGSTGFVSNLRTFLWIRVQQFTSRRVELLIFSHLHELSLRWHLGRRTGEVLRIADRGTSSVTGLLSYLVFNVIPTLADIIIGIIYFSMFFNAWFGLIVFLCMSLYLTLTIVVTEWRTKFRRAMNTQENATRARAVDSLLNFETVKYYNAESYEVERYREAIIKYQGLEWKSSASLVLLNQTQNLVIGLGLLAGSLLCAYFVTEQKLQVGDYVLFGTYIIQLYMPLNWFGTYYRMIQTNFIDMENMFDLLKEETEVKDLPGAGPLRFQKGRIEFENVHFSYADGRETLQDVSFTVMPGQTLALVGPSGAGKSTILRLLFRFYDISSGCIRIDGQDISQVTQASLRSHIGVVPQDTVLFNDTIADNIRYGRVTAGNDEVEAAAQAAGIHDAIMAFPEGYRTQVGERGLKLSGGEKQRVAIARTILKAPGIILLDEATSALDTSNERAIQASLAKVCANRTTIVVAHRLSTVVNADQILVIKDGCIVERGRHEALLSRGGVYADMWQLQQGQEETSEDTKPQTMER
HTR2A ag = agonists of mouse serotonin 5-HT2A receptor (HTR2A); P35363; CHO-K1 mHTR2A beta-arrestin complementation, luminescence; percent of 30 µM serotonin response; activation, % at 7.6 µM; 360,000 tested, 0.66% active;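 active = activation above a run cutoff, the mean activation of all tested compounds plus 3 SD, cut at about 14% in these data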;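 note: 0% = plate median of compound wells and 100% = 30 µM serotonin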
An asterisk follows results filed as active; ? = inconclusive; . = not tested or not shown.

SMILES	MC4R ag barr	aDG glyco up	Vif imaging	CaV13 FRET inh	Glyco luc inh	PDI turbidity	Cardio protect	MC4R antagonist	ABCB6 inh MLPCN	HTR2A ag
CN(C)c1ccc(/C=N/NC(=O)c2ccccc2)cc1	-4.2	-0.2	-3.9	-3.7	-2.3	-9.5	-7.2	-5.7	97.0	-5.2
C/C(=N\N=C1\NC(=O)C(CC(=O)Nc2ccc(C)c(Cl)c2)S1)C(C)C (stereo not drawn)	1.2	0.3	6.2	-18.3	2.4	4.8	-10.7	-5.5	101.0	2.0
CCCCC1=CC2=CC(=O)C(C)(OC(=O)CC)C(=O)C2=CN1c1cccc(C#N)c1 (stereo not drawn)	-1.8	-0.1	.	-7.6	5.9	0.9	1.6	4.5	101.0	5.1
Cc1ccc(NC(=O)Nc2ccc3oc(C)nc3c2)cc1	-1.1	-0.1	13.1	-4.9	2.7	0.3	-12.5	-2.2	88.0	-0.3
CC(C)Cc1cc(CN2CCC(CO)(Cc3ccccc3)CC2)[nH]n1	-2.2	0.2	.	-2.0	-2.6	10.8	-2.2	-0.5	100.0	-12.4
CC(C)N1CCN(Cc2cc(F)ccc2-n2cccn2)CC1CCO (stereo not drawn)	-3.0	0.0	-5.6	-4.4	1.3	-2.8	18.1	1.4	103.0	-0.8
COc1ccc(OC)c(NC(=O)c2cccc(C)c2[N+](=O)[O-])c1	-0.1	0.0	-0.3	6.9	-0.8	-1.5	-1.3	21.7	103.0	1.2
CCC(C)c1c(O)nc(SCc2ccccc2)[nH]c1=O (stereo not drawn)	0.1	-0.1	1.5	-4.6	0.1	-5.7	-5.1	12.9	104.0	5.6
Cc1nc2sc(C(c3cccs3)N3CCOCC3)c(O)n2n1 (stereo not drawn)	-0.8	-0.1	-3.9	-3.6	0.9	.	12.0	4.8	97.0	4.3
COc1ccc(S(=O)(=O)Nc2ccc(S(=O)(=O)N3CCOCC3)cc2)cc1C	-1.5	-0.1	-4.6	-1.3	0.8	3.4	2.3	0.1	87.0	-3.6
CS(=O)(=O)c1ccc2nc(NC(=O)c3ccc(=O)[nH]c3)sc2c1	6.8	-0.2	3.9	-16.6	-0.4	-3.8	-2.6	0.9	101.0	1.2
O=Cc1cnc(N2CCOCC2)nc1	0.2	0.1	-2.5	-9.2	-0.3	-1.5	3.2	-4.9	104.0	7.9

Taken from the entries so far, 3 compounds:
SMILES	MC4R ag barr	aDG glyco up	Vif imaging	CaV13 FRET inh	Glyco luc inh	PDI turbidity	Cardio protect	MC4R antagonist	ABCB6 inh MLPCN	HTR2A ag
CN(C)c1ccc(/C=N/NC(=O)c2ccccc2)cc1	-4.2	-0.2	-3.9	-3.7	-2.3	-9.5	-7.2	-5.7	97.0	-5.2
C/C(=N\N=C1\NC(=O)C(CC(=O)Nc2ccc(C)c(Cl)c2)S1)C(C)C (stereo not drawn)	1.2	0.3	6.2	-18.3	2.4	4.8	-10.7	-5.5	101.0	2.0
CCCCC1=CC2=CC(=O)C(C)(OC(=O)CC)C(=O)C2=CN1c1cccc(C#N)c1 (stereo not drawn)	-1.8	-0.1	.	-7.6	5.9	0.9	1.6	4.5	101.0	5.1

(more compounds)
SMILES	MC4R ag barr	aDG glyco up	Vif imaging	CaV13 FRET inh	Glyco luc inh	PDI turbidity	Cardio protect	MC4R antagonist	ABCB6 inh MLPCN	HTR2A ag
CCC(C)[C@H](NC(=O)Nc1ccc(C(C)=O)cc1)C(=O)OC (stereo partly drawn)	-2.1	0.4	3.4	.	-2.2	-15.6	-1.2	1.6	104.0	5.2
c1csc(-c2nc3c4ccccc4c4ccccc4c3[nH]2)c1	1.0	5.5*	-15.6	-3.5	4.4	-5.1	-10.1	18.8	103.0	2.2
CC1CC(C)CN(S(=O)(=O)c2ccc(C(=O)NN3CCOCC3)cc2)C1 (stereo not drawn)	1.8	-0.3	5.6	5.3	2.2	0.4	2.4	3.3	96.0	4.7
CCOc1cc2c(cc1C=O)OC(C)C2 (stereo not drawn)	2.1	-0.1	?	-5.6	1.7	-8.4	9.4	3.5	98.0	0.8
CN1CCN(Cc2nc3ccccc3c(=O)n2CC#N)CC1	-3.3	0.0	-20.7	-5.2	-0.4	1.8	13.0	2.6	106.0	-3.6
COc1ccc(NC(=O)C(c2ccccc2)c2ccccc2)c(OC)c1	-2.2	0.0	5.8	-13.8	-2.7	-4.3	5.6	-1.7	95.0	4.3
O=C(NCSc1ccccc1)c1ccccc1	-0.4	0.1	4.9	-9.3	-6.1	-2.7	-3.1	4.1	97.0	4.6
CCCN1CCN(CCCNC(=O)c2cc3c(=O)oc4ccc(C)cc4c3s2)CC1	-2.6	-0.2	1.6	-7.1	-1.1	2.8	2.0	3.7	96.0	-2.0
CCNC(=O)[C@H]1O[C@@H](n2cnc3c(N)nc(NCCc4ccc(CCC(=O)O)cc4)nc32)[C@H](O)[C@@H]1O	-0.3	-0.1	63.2*	-5.4	1.4	-2.0	-4.6	3.0	89.0	-1.4
CCN(CCCNC(=O)C1CCC(=O)N1Cc1ccc(F)cc1)c1cccc(C)c1 (stereo not drawn)	0.0	-0.1	15.4	.	-0.5	-3.5	0.0	1.8	102.0	-4.7
O=c1c2ccccc2nc2c3ccccc3c(NCc3ccco3)nn12	-2.1	0.6	-2.2	-7.4	9.1	3.7	44.7	-2.2	95.0	2.7
O=C1CCC(=O)N1c1ccccc1-c1ccccc1	0.1	0.0	-9.2	-6.4	1.2	-2.0	9.9	5.3	104.0	-3.8
COc1ccc(C2C(=O)N(C3CCCCC3)CC(=O)N2C2CCCCC2)cc1 (stereo not drawn)	-1.2	0.5	.	-7.2	-1.8	5.5	2.5	4.7	107.0	-0.1
COc1cc2[nH]c(=O)n(CCC(=O)NC3CCCC3)c(=O)c2cc1OC	-0.5	0.3	2.0	.	2.5	-6.4	-4.2	17.7	98.0	3.8
O=C(Nc1ccc(F)cc1)NC1(C(=O)NCc2cccs2)CCCCC1	0.1	0.0	-0.7	-7.8	-0.2	22.8	3.0	2.5	100.0	6.0
N#Cc1nc(-c2ccc([N+](=O)[O-])cc2)oc1N1CCCCC1	-2.3	-0.2	-0.6	-4.5	-1.7	-1.2	4.0	18.3	98.0	11.0
O=C(COC(=O)c1cccc(S(=O)(=O)N2CCCCC2)c1)NCc1cccc(Cl)c1	-2.4	0.0	.	-5.3	0.8	3.4	4.2	7.1	104.0	8.6
CCOc1ccc(S(=O)(=O)N2CCN(Cc3ccccc3)CC2)c2cccnc12	3.2	0.0	-4.3	-0.3	-2.4	9.6	6.1	-4.8	91.0	-4.7
O=c1c2[nH]c3ccccc3c2nc2n1CCCS2	-1.3	-0.1	8.9	4.1	4.1	-11.4	0.9	-4.1	91.0	4.3
CC(Nc1cc(N2CCOCC2)ccc1[N+](=O)[O-])c1ccccc1 (stereo not drawn)	-1.5	-0.3	11.6	-16.2	-2.5	4.0	-6.9	10.1	91.0	-4.1
COCCCN(Cc1ccccn1)S(=O)(=O)Cc1ccccc1	0.7	0.3	-3.0	-0.2	2.1	-1.9	-6.8	11.2	95.0	0.0
FC(F)Oc1ccc(/C=N/NC(=S)Nc2cc(C(F)(F)F)ccc2Cl)cc1	1.0	0.1	3.7	-2.1	0.5	-26.1	-4.5	0.4	107.0	-1.3
COc1ccc(S(=O)(=O)N2CCOCC2)cc1NC(=O)CSc1nnc(C2CC2)n1N	0.3	0.7	-3.3	-1.8	-0.1	7.2	-1.0	9.0	96.0	-8.8
COc1cc(CNCc2cccs2)cc(Br)c1OC	-1.0	0.2	-37.7	-6.9	0.2	4.4	-0.7	9.6	105.0	-2.4
O=C(CCc1nnc2n(Cc3ccc(Cl)cc3)c(=O)c3ccccc3n12)N1CCN(c2ccccn2)CC1	-2.8	-0.3	17.7	.	0.0	14.5	49.2	10.2	98.0	1.3
COc1ccccc1OCCn1ccnc1	-0.7	0.2	5.1	-20.6	0.7	-1.5	4.9	3.5	95.0	15.7*
O=C(NNc1c2ccccc2nc2ccccc12)c1ccccc1Cl	-2.0	-0.1	-3.4	-2.7	0.6	3.2	7.4	-4.0	108.0	-6.4
N=C(N)c1ccc(O)cc1	0.6	-0.2	7.4	-0.9	-0.2	-6.2	5.0	-7.6	99.0	1.1
O=C(CSc1nc2ccccc2c(=O)n1-c1ccc(F)cc1F)NC1CC1	-0.3	0.0	4.9	-5.2	0.7	7.5	5.6	0.0	101.0	1.9
Cc1c(=O)n(OCc2ccccc2F)c2ccccc2[n+]1[O-]	3.1	0.1	22.1	-3.0	-0.5	0.4	12.9	8.6	101.0	8.2
CS(=O)(=O)Nc1cccc(NC(=O)c2ccc(-n3ccnc3)c3ccoc23)c1	-1.4	-0.1	-3.8	-4.7	1.9	-5.9	11.7	-13.7	96.0	1.2
COc1ccc(-c2cc(C(=O)NCc3ccco3)c3ccccc3n2)cc1	1.8	-0.1	-3.5	-1.4	-0.2	7.5	9.8	-3.3	95.0	3.4
Nc1nc(-c2ccc(NC(=O)c3ccco3)cc2)cs1	-1.6	0.0	10.0	-1.2	-15.4	5.7	-20.2	5.7	96.0	-1.6
COc1cc(NC(=O)C(=O)NNC(=O)C2CCCCC2)c(OC)cc1Cl	2.4	0.2	-3.2	-7.3	1.9	-7.2	16.8	6.5	104.0	0.6
C/C(=N\OCc1ccccc1C#N)c1cc2ccccc2o1	-1.0	0.0	1.7	-7.6	2.5	22.1	1.4	-8.1	104.0	-3.3
O=C(COc1cc2oc(=O)c3c(c2cc1Cl)CCCC3)N1C[C@H]2C[C@@H](C1)c1cccc(=O)n1C2	-0.2	-0.3	-8.0	.	1.3	.	5.3	-6.5	97.0	1.6
CC(=O)Nc1ccc2c3c(cccc13)CC2	-1.8	-0.2	8.5	-4.0	1.7	1.1	6.5	-0.3	93.0	2.3
Cc1ccc(C(=O)NCC(=O)OCC(=O)NC2CCS(=O)(=O)C2)cc1C (stereo not drawn)	-1.5	0.8	0.9	-3.4	-0.1	-2.1	-7.8	4.1	108.0	-3.6
C=CCNC(=O)COc1coc(CN2CCN(C(=O)c3ccco3)CC2)cc1=O	-1.0	0.1	-1.0	-6.5	2.9	5.2	15.2	-0.8	102.0	-0.1
Cc1ccc(S(=O)(=O)NN=C2CCCc3ccccc32)cc1	5.0	0.1	-2.4	-6.9	-0.3	0.7	-5.8	-2.5	98.0	-2.7
N#CCCN(C(=O)COC(=O)c1ccc2c(c1)OCCO2)c1ccccc1	1.9	0.0	2.6	-5.2	-2.9	6.1	5.2	3.7	92.0	-2.8

4 entries out of the list above, ordered by the value under ABCB6 inh MLPCN, high to low.
molecule	ABCB6 inh MLPCN
CCC(C)[C@H](NC(=O)Nc1ccc(C(C)=O)cc1)C(=O)OC (stereo partly drawn)	104.0
CCCCC1=CC2=CC(=O)C(C)(OC(=O)CC)C(=O)C2=CN1c1cccc(C#N)c1 (stereo not drawn)	101.0
CC(C)Cc1cc(CN2CCC(CO)(Cc3ccccc3)CC2)[nH]n1	100.0
COCCCN(Cc1ccccn1)S(=O)(=O)Cc1ccccc1	95.0
